Assay outcomes from PubChem.
AddAB inh: less growth of phage-infected E. coli with AddAB. inhibition, % at 11.9 µM. E. coli expressing H. pylori AddAB, absorbance growth. 0.29% of 330,000 active; in the data active = inhibition above about 12%;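 also: 0% = vehicle wells of infected cells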
MITF act: activators of MITF-driven TRPM1 promoter activity in SK-MEL-5 cells; SK-MEL-5 TRPM1-promoter luciferase, 24 h; % of positive control, neutral wells = 0; activation, % at 12.5 µM; 0.75% of 300,000 active; AID 588334;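 active = mean activation of at least 80% with every replicate also reaching 80%; inconclusive = mean reaches 80% but some replicate falls short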;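 also: 0% = neutral control wells and 100% = parthenolide positive control wells; values of inactives mirror those of a sister screen read the other way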
Wnt act: activates Wnt/beta-catenin signaling in a reporter cell assay; activator, plate reader; activation, % at 9.35 µM; 1.2% of 300,000 active; AID 743398; in the data active = activation above about 30%, passing the limit was not always enough; inconclusive = no clear call, values can overlap the other calls;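 also: 0% = neutral control wells and 100% = positive control wells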
Tat export inh: E. coli Tat transport inhibition; E. coli MC4100 TorA-mCherry Tat export, fluorescence; inhibition, % at 10 µM; 0.036% of 340,000 active; AID 488895;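 active = mean replicate inhibition at least 50% and at least half of replicates individually reaching 50%; inconclusive = only one of the two criteria met; inactive = neither criterion met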;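 also: exported cargo escapes ClpAP degradation while cytoplasmic cargo is degraded and loses fluorescence; 0% = median of neutral control wells and 100% = median of NaSCN control wells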
phage Ecoli inh: E. coli growth loss with phage present | inhibition, % at 11.9 µM | 0.26% of 360,000 active | growth absorbance | AID 651602; in the data active = inhibition above about 11%
SR-BI DiI inh: mouse SR-BI HDL lipid transfer inhibition | AID 488896 | ldlA[mSR-BI] CHO cells, DiI-HDL uptake fluorescence, 3 h | inhibition, % at 12.5 µM | Q61009 | 0.96% of 320,000 active;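 active = mean replicate inhibition of at least 70% and a set share of replicates each scoring 70 or more; inconclusive = meets just one of the two criteria; inactive = fails both criteria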;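 also: 0% = median of neutral control wells and 100% = median of positive control wells; values of inactives mirror those of a sister screen read the other way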
Target sequence (Q61009 whole entry, looked up): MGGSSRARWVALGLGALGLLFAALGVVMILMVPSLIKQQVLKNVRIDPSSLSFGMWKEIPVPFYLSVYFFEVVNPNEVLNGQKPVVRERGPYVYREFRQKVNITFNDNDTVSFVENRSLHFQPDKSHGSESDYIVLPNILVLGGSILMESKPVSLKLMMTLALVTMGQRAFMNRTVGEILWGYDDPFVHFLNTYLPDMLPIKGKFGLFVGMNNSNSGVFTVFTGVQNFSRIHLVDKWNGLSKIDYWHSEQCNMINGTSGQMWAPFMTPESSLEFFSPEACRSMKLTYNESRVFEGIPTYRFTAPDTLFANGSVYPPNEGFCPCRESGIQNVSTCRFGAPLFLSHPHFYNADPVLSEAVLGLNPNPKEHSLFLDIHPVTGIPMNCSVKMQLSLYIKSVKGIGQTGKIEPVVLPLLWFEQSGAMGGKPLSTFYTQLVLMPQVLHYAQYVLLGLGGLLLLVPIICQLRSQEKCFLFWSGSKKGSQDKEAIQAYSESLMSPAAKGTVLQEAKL
SR-BI uptake up: SR-BI HDL lipid transfer activation | activation, % at 12.5 µM | CHO ldlA[mSR-BI] cells, DiI-HDL uptake fluorescence, 3 h; 100 = double the neutral-control signal | 0.096% of 320,000 active;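 active = mean replicate activation of at least 60% and every replicate at or above 60%; inconclusive = mean or all-replicate condition met, but not both; inactive = mean below 60% and not all replicates reaching 60%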;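 also: 0% = median plate neutral-control signal and 100% = twice that signal; values of inactives mirror those of a sister screen read the other way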
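Material – SR-BI-overexpressing, LDLR-lacking CHO cells · Medium – BSA-supplemented, HEPES-buffered Ham's F12, pH 7.4 · Doses – single concentration · Times – compound with DiI-HDL co-incubation, 3 h at 37 °C · Measured by – bottom-read fluorescence, 550/595 nm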
E coli growth: counter-screen for AddAB inhibitors: E. coli growth inhibition; E. coli V3065 growth, OD600 absorbance, 18 h; inhibition, % at 11.9 µM; 0.27% of 330,000 active; AID 449728;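 active = inhibition above the campaign's mean inhibition across all tested compounds plus 3 SD, cut at about 9.9% in these data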;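 also: uninfected addAB+ strain grown without phage in ampicillin broth; 0% = DMSO wells and 100% = ciprofloxacin 0.95 µg/ml wells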
CAL PDZ FP-1: human CAL PDZ-peptide interaction inhibition. inhibition, % at 20 µM. purified CAL PDZ, TMR-peptide fluorescence polarization, 1 h. Q9HD26. 0.02% of 330,000 active. AID 504414;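 active = highest replicate inhibition of at least 40%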;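 also: plate controls were DMSO neutral control wells for no effect and unlabeled competitor peptide control wells for full effect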
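Test system: purified CerCALP PDZ construct; Compound dosing: one concentration, 20 µM compound; Also added: TMR-labelled reporter peptide T*-PRC34 bound in PDZ groove; Read-out: inhibition from polarization loss; Controls: unlabelled peptide and DMSO controls; Signal: FP readout, S and P plane fluorescence; Incubation: 1 h at RT.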
CAL PDZ FP-2: CAL PDZ (human) peptide binding inhibition | 0.92% of 300,000 active | inhibition, % at 24.9 µM | purified CAL PDZ, TMR-peptide fluorescence polarization, 1 h | Q9HD26 | AID 602252;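 active = mean inhibition of at least 30% with at least half of replicates also reaching 30%; inconclusive = no clear call, values can overlap the other calls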;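 also: 0% = DMSO neutral control and 100% = excess unlabeled competitor peptide PRC23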
Active calls of the source: *; u = inconclusive; x = not tested or not shown.

Values run as follows: AddAB inh	MITF act	Wnt act	Tat export inh	phage Ecoli inh	SR-BI DiI inh	SR-BI uptake up	E coli growth	CAL PDZ FP-1	CAL PDZ FP-2
> C=CCn1c(SCc2ccccc2)nc(O)cc1=O
 : -0.2	x	-3	-6	2.8	-23	23	-1.8	-0.9	-5
> Cc1cc(C(=O)N2CCCC(C(=O)c3ccc(Oc4ccccc4)cc3)C2)n[nH]1 (centres undefined)
 : x	-12	-2	3	0.5	16	-16	x	-2.3	-1
> Cc1ccc(CCNC(=O)c2cc(S(=O)(=O)N3CCCCC3)c[nH]2)cc1
 : 0.1	-4	-3	9	3.3	3	-3	0.3	-1.2	x
> CN1CCCN(C(=O)c2ccc(Cl)c(S(=O)(=O)N(C)c3ccccc3)c2)CC1
 : -0.3	-4	x	5	1.2	38	-38	-0.4	-0.7	0
> CSc1nc2nccc(-c3ccc(Oc4ccccc4)cc3)n2n1
 : 2.4	13	x	-17	3.3	6	-6	1.6	0.4	0
> Cc1cc(C)n2nc(NCc3ccccc3)nc2n1
 : 0.0	-5	x	1	4.5	-19	19	-0.3	-0.8	x
> COCCN(CC(=O)NCc1ccc2c(c1)OCO2)C(=O)CCC(=O)Nc1nccs1
 : 2.8	-9	-5	4	3.6	1	-1	0.9	-0.7	-2
> CCCc1cc(=O)[nH]c(SCC(=O)N2CCN(c3ccc(F)cc3)CC2)n1
 : 3.8	-4	x	4	-0.4	-8	8	0.6	0.1	-2
> Cc1ccc(NC(=O)CCNS(=O)(=O)c2ccc3[nH]c(=O)oc3c2)cc1
 : 4.4	-4	1	15	-1.4	-16	16	3.3	-2.4	-3
> CCCOc1ccc(NC(=O)CC2C(=O)N(C)C(=S)N2Cc2cccs2)cc1 (centres undefined)
 : -2.4	3	x	2	0.9	-7	7	-0.7	-0.1	1
> O=[N+]([O-])c1cnccc1Nc1ccc(Cl)cc1
 : -1.0	8	-2	6	5.2	3	-3	-0.4	-0.9	75*
> CC(=O)Nc1ccc(S(=O)(=O)/N=C2\C(=O)c3ccccc3C([O-])=C2n2cc[n+](-c3ccccn3)c2)cc1
 : 2.5	-47	5	-10	3.2	x	x	0.3	-1.8	-3
> O=C(CCn1c(=S)oc2ccccc21)Nc1ccc(F)cc1
 : -3.7	18	-3	-8	3.6	1	-1	-1.1	-1.0	-2
> Clc1ccc(-c2nnc(-c3cccc4ccccc34)o2)cc1
 : x	26	39*	3	2.0	4	-4	x	11	0
> O=C1O[C@@H]([C@H](O)CO)C(O)=C1O
 : -4.4	2	-4	1	3.2	-7	7	0.1	-0.5	-1
> COC(=O)CCC(=O)Nc1cccc([N+](=O)[O-])c1
 : 0.3	-4	-1	-8	2.5	0	0	4.2	-0.7	-6
> O=C(O)c1cccc(C(=O)c2cccc(C(=O)O)c2)c1
 : 2.6	3	2	-4	1.5	-13	13	-1.5	0.1	-1
> Cc1c(C(=O)NC2CCOC2)oc2c(F)cccc12 (centres undefined)
 : 5.6	u	1	-10	-1.4	7	-7	-2.8	-2.0	-1
> NC(=O)c1nsc(C(=O)N(c2ccccc2)C(C(=O)NC2CCCC2)c2ccc3ncccc3c2)c1N (centres undefined)
 : -0.9	-10	5	-9	3.8	x	x	-2.7	-2.7	-4
> COc1cccc(CNS(=O)(=O)c2c(C)nc3scc(C)n3c2=O)c1
 : 0.4	-3	-2	7	1.9	-9	9	-0.9	-0.1	x
> Cc1ccc(-c2nc(C3CCCN(S(=O)(=O)c4ccc(C(C)(C)C)cc4)C3)no2)cc1 (centres undefined)
 : 2.1	-3	-3	-1	1.8	5	-5	3.5	-0.3	x
> CCc1ccc(-c2csc(NC(=O)C3=NN(c4ccccc4)C(=O)CC3)n2)cc1
 : 4.4	3	0	4	2.5	19	-19	0.1	-1.8	-4
> O=C(CCCN1C(=O)c2cccnc2Oc2ccc(Cl)cc21)N1CCCCC1
 : -0.3	2	-1	-4	2.5	4	-4	-0.5	-4.1	-6
> Cc1cccc(NC(=O)C2SC(=Nc3c(C)cccc3C)C(C(=O)N3CCOCC3)=C2N)c1 (centres undefined)
 : 1.7	0	1	8	2.3	-28	28	0.7	-1.2	-3
> O=c1[nH]c2ccc(Cl)cc2c(O)c1-c1ccccc1
 : -0.4	-2	x	-3	2.4	-30	30	0.3	-0.3	-4
> COc1ccccc1C(=O)NCCC(=O)N(Cc1ccco1)Cc1cccs1
 : 1.5	-1	-2	-2	1.8	23	-23	3.0	-3.0	-3
> COc1cccc(C2=NOC(C(=O)Nc3cc(C)nn3-c3ccccc3)C2)c1OC (centres undefined)
 : 0.5	-7	-1	9	2.0	5	-5	-1.1	-0.8	x
> CN1CCCN(C(=O)c2ccc(Br)cc2)CC1
 : 2.0	x	-1	1	0.7	54	-54	0.3	-1.0	0
> COc1cccc(N2CC(C(=O)Nc3nnc(SCC(=O)c4ccccc4)s3)CC2=O)c1 (centres undefined)
 : -0.3	8	-1	-6	2.8	0	0	1.2	-0.3	-5
> CCNC(=O)COc1ccc(/C=C2\COc3ccccc3C2=O)cc1OC
 : 4.5	7	-3	-1	-4.8	x	x	-1.1	-1.6	-2

Values run as follows: AddAB inh	MITF act	Wnt act	Tat export inh	phage Ecoli inh	SR-BI DiI inh	SR-BI uptake up	E coli growth	CAL PDZ FP-1	CAL PDZ FP-2
> O=C(N/N=C/c1ccccc1[N+](=O)[O-])c1ccc(CN2CCOCC2)cc1
 : 1.0	2	2	-10	3.5	29	-29	0.1	0.0	1
> CCN1C(=O)/C(=C\N2CCN(C)CC2)SC1=S
 : 4.1	-2	x	3	2.6	-6	6	1.2	-0.6	-2
> O=C(NCc1cc(C(F)(F)F)cc(C(F)(F)F)c1)C12CN(Cc3ccccc3)CC1C(c1cccc([N+](=O)[O-])c1)=NO2 (centres undefined)
 : 5.5	-2	x	-5	x	39	-39	3.9	1.6	-2
> COc1ccc(NC(=O)c2ccc3nc(C)sc3c2)cc1
 : 5.0	2	1	1	3.5	12	-12	1.6	-0.7	x
> O=C(NCCF)[C@H]1C[C@@H]1[C@H](NP(=O)(c1ccccc1)c1ccccc1)c1ccccc1
 : 3.6	1	-5	8	3.2	-22	22	-1.6	0.5	-2
> OCCN=C1CCCc2c1[nH]c1ccc(Cl)cc21
 : 0.3	-35	-1	-3	-0.3	16	-16	0.5	-2.2	-4
> Cc1cc(F)ccc1NC(=O)C1CSC2(C)CCC(=O)N12 (centres undefined)
 : 3.5	5	2	-2	-1.9	-15	15	0.6	-1.7	1
> Cc1cc(N2CCCC2=O)ccc1S(=O)(=O)Nc1c(C)nn(C)c1C
 : -0.2	-16	0	8	1.1	-6	6	-1.7	-2.2	2
> COc1cccc2cc(C(=O)Nc3ccc(S(=O)(=O)NCC4CCCO4)cc3)c(=O)oc12 (centres undefined)
 : 1.0	13	14	-2	0.1	22	-22	0.2	0.5	-3
> Cc1cc(C)nc(SCC(=O)Nc2ncc(Cc3ccc(Cl)c(Cl)c3)s2)n1
 : 1.5	-18	-2	-11	4.3	-4	4	1.3	-0.7	3
> CC(=O)Nc1cc(NC(C)=O)cc(C(=O)OC(C)C(=O)Nc2ccc(S(=O)(=O)N3CCCC3)cc2)c1 (centres undefined)
 : 1.0	2	0	-7	1.4	9	-9	-0.1	-1.7	-7
> COc1ccc(C(CNC(=O)c2oc3ccc(Cl)cc3c2C)N2CCCCC2)cc1 (centres undefined)
 : 1.4	3	-2	2	0.9	40	-40	0.7	-1.8	-4
> CC(C)(C)NNC(=S)Nc1cccc(C(F)(F)F)c1
 : 0.3	x	0	0	2.4	4	-4	-0.8	0.1	x
> CCOC(=O)c1c(-c2cccc(C)c2)csc1NC(=O)C1CC=CCC1C(=O)O (centres undefined)
 : 6.6	-1	x	4	1.3	-13	13	1.5	-2.4	-6
> c1ccc(-c2nc(NCc3cccnc3)c3ccccc3n2)cc1
 : 2.1	9	-2	-8	x	4	-4	-0.3	-1.0	x
> Cc1ccc(C(=O)N/C(=C\c2ccc(-c3cc(Cl)ccc3Cl)o2)C(=O)NCc2cccnc2)cc1
 : 1.0	-1	x	0	2.1	x	x	-1.6	-1.5	2
> CCN1CCN(CCC(=O)Nc2cc(C)ccc2C)CC1
 : 1.0	x	1	-6	0.8	-16	16	1.4	-1.2	-3
> CC(=O)Oc1ccc2c(c1)c(C(C)=O)c(C)n2C
 : 1.2	-1	x	-6	4.3	-6	6	-1.3	0.6	1

Compounds as they come; overall some 3.6% were active at least once.
